FBPA Giardia inh – inhibitors of Giardia lamblia fructose-1,6-bisphosphate aldolase; A8B2U2; purified Giardia FBPA; Potency, µM (doses to about 59.6 µM), without a hit: at the top dose activity, negative = inhibition, actives largely listed as inhibitors; actives 0.71% (n = 290,000); AID 2451; further: potency means the concentration at half of the fitted maximal effect; on the % scale 0 is the no-effect control and ±100 the full control effect; nearly all actives have a fitted effect of over 55% in size
Target sequence (A8B2U2 whole entry, looked up): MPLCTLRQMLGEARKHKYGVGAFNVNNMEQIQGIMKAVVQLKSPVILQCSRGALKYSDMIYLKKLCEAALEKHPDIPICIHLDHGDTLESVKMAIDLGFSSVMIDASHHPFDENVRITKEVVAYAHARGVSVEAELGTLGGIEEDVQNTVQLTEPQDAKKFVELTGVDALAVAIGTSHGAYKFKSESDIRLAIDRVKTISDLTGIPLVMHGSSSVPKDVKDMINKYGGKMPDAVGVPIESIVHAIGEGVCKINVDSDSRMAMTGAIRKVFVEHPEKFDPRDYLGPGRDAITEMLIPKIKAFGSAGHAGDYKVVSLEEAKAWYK
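40 nM FBPA preincubated 10 min at RT with compound (up to 57.5 uM final), then substrate plus GAPDH/TPI/NAD/arsenate coupling and diaphorase/resazurin added. Fluorescence read after 20 min at RT, 525/598 nm.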
Pf growth 48h – P. falciparum growth inhibition at 48 hours (one generation) | Potency, µM (titrated, usually from 28.7 µM), for the others: at the highest dose activity change, negative = inhibition, hits mostly inhibitors | P. falciparum luciferase growth in erythrocytes, 48 h | actives 5.9% (n = 310,000); further: potency means the concentration at half of the fitted maximal effect; on the % scale 0 is the no-effect control and ±100 the full control effect
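First compound was added to culture medium, then infected red cells at 0.1% parasitemia and 2% hematocrit (final). After incubation at 37 C under 5% CO2, luciferase detection reagent was dispensed and light output recorded.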
Sm TGR inh – S. mansoni TGR enzyme inhibition. purified TGR, DTNB reduction, TNB absorbance 405 nm. Q962Y6. Potency, µM (highest dose often 114 µM), for inactives: at the top dose activity change, negative = inhibition, usual class: inhibitors. actives 3% (n = 360,000); further: potency means the concentration at half of the fitted maximal effect; on the % scale 0 is the no-effect control and ±100 the full control effect; nearly all actives have a fitted effect of over 60% in size
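First, TGR (20 nM dispensed) and NADPH were mixed with compound. Second, a 15 min room-temperature incubation followed. Third, further NADPH and then DTNB were added to start the reaction. Finally, TNB absorbance was monitored kinetically.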
Pf growth 96h – inhibits malaria parasite growth, 96 h; actives 6.9% (n = 320,000); P. falciparum luciferase reporter growth, 96 h; Potency, µM (doses to about 28.7 µM), for the others: top-dose activity change, negative = inhibition, hits mostly inhibitors; further: potency means the concentration at half of the fitted maximal effect; on the % scale 0 is the no-effect control and ±100 the full control effect
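Erythrocytes infected with luciferase-expressing P. falciparum were dispensed at 2% hematocrit and 0.05% parasitemia (final), then incubated with compounds 96 hours at 37 C in 5% CO2. Luminescence after detection reagent addition reported growth.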
Cycloheximide cs – counter-screen for Shiga toxin inhibitors: cycloheximide protein synthesis inhibition. cell reporter, cycloheximide protein synthesis inhibition counterscreen. max response, %. actives 12% (n = 300,000); in the data active means max response mostly above about 13%, no sharp cut-off; inactive means mostly below about 14%; further: read at 38.3 µM for the half of the compounds with a filed dose; 0% is about no effect
Shiga inhibitor – Shiga toxin inhibition; Vero cells, Shiga toxin protein synthesis inhibition reporter; inhibition, % at 38.7 µM; actives 9.2% (n = 290,000); AID 2315; in the data active means inhibition mostly above about 28%, no sharp cut-off; inactive means mostly below about 43%; further: 0% is about no effect
An asterisk follows results filed as active; ? = inconclusive; . = no result given; [ ] = dose if it differs, or a comment. Unless noted, the call rests on the fitted dose curve; in most records, active means well fitted curve in the direction sought with a large enough effect; inconclusive means small, poorly fitted or top-dose-only effect, or another doubt; inactive means no such curve, though single readings can be large; an effect the other way counts as inactive or inconclusive.

SMILES | FBPA Giardia inh | Pf growth 48h | Sm TGR inh | Pf growth 96h | Cycloheximide cs | Shiga inhibitor
c1ccc(Cn2ccc(-c3cnc(-c4ccccc4)s3)n2)cc1 | -5% | . | -10% | 286%[activator] | 41* | 109*
COc1ccc(OC)c(CNC(=O)CCCc2cn(C)c3ccccc23)c1 | -6% | 23% | -8% | ? | -2 | -9
Cc1ccc(/C=c2/sc3nnc(-c4ccccc4Cl)n3c2=O)o1 | ? | -5% | 40µM* | 6% | 24 | 60
O=C(Oc1cccnc1)c1cc(S(=O)(=O)N2CCCCC2)ccc1Cl | 1% | 5% | -24% | . | -2 | -14
O=C(CCCc1ccccc1)Nc1cccc([N+](=O)[O-])c1 | -4% | 75%[activator] | 9% | 57%[activator] | 44* | .
CNC(=S)n1cnc(N)n1 | -8% | -7% | -1% | -13% | -3 | -14
O=C(Nc1ccc(F)cc1)C1CCN(c2ncnc3c2nc2n3CCCCC2)CC1 | . | ? | -8% | 21% | -2 | -5
COc1ccc(-c2cc(C(=O)Nc3ccccc3O)c3ccccc3n2)cc1OC | -6% | ? | 5%[57.1 µM] | 61%[activator] | 12 | 10
O=C(Nc1ccon1)c1ccc(Br)o1 | 0% | 13% | 0% | ? | 0 | -7
COc1cccc(CN(C(=O)/C=C/c2ccco2)C2CCS(=O)(=O)C2)c1 (configuration not stated) | 10% | 6% | 7.9µM* | ? | 5 | -7

Entries shown so far with a Cl atom, in the order listed:
SMILES | FBPA Giardia inh | Pf growth 48h | Sm TGR inh | Pf growth 96h | Cycloheximide cs | Shiga inhibitor
Cc1ccc(/C=c2/sc3nnc(-c4ccccc4Cl)n3c2=O)o1 | ? | -5% | 40µM* | 6% | 24 | 60
O=C(Oc1cccnc1)c1cc(S(=O)(=O)N2CCCCC2)ccc1Cl | 1% | 5% | -24% | . | -2 | -14

The list goes on.
SMILES | FBPA Giardia inh | Pf growth 48h | Sm TGR inh | Pf growth 96h | Cycloheximide cs | Shiga inhibitor
Cc1nccn1CC1CCc2c(c3ccccc3n2C)C1=O (configuration not stated) | 20µM* | -26% | 17% | 33%[activator] | 6 | -5
COc1ccc(-n2c(NCCN(C)C)nc3sc4c(c3c2=O)CCCCC4)cc1 | 2% | . | -10% | ? | -1 | -28
CCC(C)(C)n1nnnc1C(c1ccc2ncccc2c1)N1CCN(c2ccc(O)cc2)CC1 (configuration not stated) | ? | ? | 50µM* | ? | 1 | -9
COCCNC(=O)c1cc2c(-c3ccccc3F)nn(C)c2s1 | -4% | 24% | 2% | -12% | -1 | 9
COc1ccc(OCC(O)Cn2ccnc2C)cc1 (configuration not stated) | -1% | 9% | -6% | ? | 1 | 6
C=CCNC(=O)COc1ccc(N(C)S(=O)(=O)c2ccc(NC(C)=O)cc2)cc1 | 0% | -6% | 11% | -5% | -4 | -18
CCOc1ccc(C2CC(=O)NC(SC)=C2C#N)cc1 (configuration not stated) | 4% | . | 6% | -23% | -6 | -7
CS(=O)(=O)N1CCN(c2ccc(NC(=S)NC(=O)c3ccc4c(c3)OCO4)cc2)CC1 | 0% | -10% | ? | ? | -2 | -12
CCn1ccnc1CN1CCC(n2nccc2NC(=O)CCc2ccccc2)CC1 | . | 46%[activator] | -3% | 8.3µM* | 9 | 19
Cc1c(N2C(=O)CSC2c2ccco2)c(=O)n(-c2ccccc2)n1C (configuration not stated) | 6% | 21% | -1% | 26% | 7 | -6

6 successive entries from above, quoted:
SMILES | FBPA Giardia inh | Pf growth 48h | Sm TGR inh | Pf growth 96h | Cycloheximide cs | Shiga inhibitor
Cc1nccn1CC1CCc2c(c3ccccc3n2C)C1=O (configuration not stated) | 20µM* | -26% | 17% | 33%[activator] | 6 | -5
COc1ccc(-n2c(NCCN(C)C)nc3sc4c(c3c2=O)CCCCC4)cc1 | 2% | . | -10% | ? | -1 | -28
CCC(C)(C)n1nnnc1C(c1ccc2ncccc2c1)N1CCN(c2ccc(O)cc2)CC1 (configuration not stated) | ? | ? | 50µM* | ? | 1 | -9
COCCNC(=O)c1cc2c(-c3ccccc3F)nn(C)c2s1 | -4% | 24% | 2% | -12% | -1 | 9
COc1ccc(OCC(O)Cn2ccnc2C)cc1 (configuration not stated) | -1% | 9% | -6% | ? | 1 | 6
C=CCNC(=O)COc1ccc(N(C)S(=O)(=O)c2ccc(NC(C)=O)cc2)cc1 | 0% | -6% | 11% | -5% | -4 | -18

Additional entries follow:
SMILES | FBPA Giardia inh | Pf growth 48h | Sm TGR inh | Pf growth 96h | Cycloheximide cs | Shiga inhibitor
COC(=O)CCCC1=CC2=C(c3ccccc3)C(=O)C(C)(OC(=O)C3CCCC3)C(=O)C2=CN1C1CCCCC1 (configuration not stated) | ? | 10µM* | 20µM* | ? | -1 | 22
Cc1cc(NC(=O)CCC(=O)N(c2ccccc2)C(C(=O)NC2CCCC2)c2ccncc2)no1 (configuration not stated) | 6% | -15% | 0% | ? | -2 | -12
CCN(C(=O)CSc1nc2ccccc2c(=O)n1CCOC)C1CCS(=O)(=O)C1 (configuration not stated) | 5% | -23% | 1% | 3%[5.75 µM] | -3 | -14
COc1ccc(OC)c(NC(=O)C2CCN(S(=O)(=O)c3c(C)noc3C)CC2)c1 | 0% | -10% | -1% | 5% | 0 | -22
O=C(N/N=C/c1c(Cl)cccc1Cl)c1ccc(-n2cnnn2)cc1 | . | -20% | -5% | -21% | . | .
C=C(C)COc1ccc(-c2ncncc2-c2ccc(Cl)cc2)c(O)c1 | 5% | 5.2µM* | -9% | 2.3µM* | 0 | -11
CCOCC(=O)Nc1cc(C(=O)Nc2ccc(F)cc2)ccc1Cl | -2% | 50%[activator] | 1% | 81%[activator] | 29* | 33*
O=C1CC(Sc2ncccn2)C(=O)N1c1ccccc1C(F)(F)F (configuration not stated) | 1% | 11% | 40µM* | ? | 1 | 6
Cc1cccn2c(=O)c3cc(C(=O)N4c5ccccc5CC4C)n(C)c3nc12 (configuration not stated) | 0% | 0% | -26% | 6% | -3 | -11
COc1cc2nc(CC(C)C)n(NC(=O)c3ccccc3Br)c(=O)c2cc1OC | -9% | 16% | -14% | -27% | -4 | -2
N#CCc1ccc(Oc2ncccn2)cc1 | -2% | 31%[activator] | -8% | 30%[activator] | 7 | 3
Cc1ccc(C)c(OCCC(=O)OCC(=O)NC2CCS(=O)(=O)C2)c1 (configuration not stated) | . | 14% | 5% | 22% | . | .
Cc1c(OCc2ccc(C(=O)O)cc2)ccc2c(-c3ccccc3)cc(=O)oc12 | ? | -5% | -34% | 15% | 4 | -2
O=C(CSCCO)Nc1cccc2ccccc12 | -7% | . | 2% | 23% | -1 | -4
COc1ccc(OCCCC(=O)N(CCC2=CCCCC2)c2c(N)n(Cc3ccccc3)c(=O)[nH]c2=O)cc1 | . | 11% | -22% | ? | . | .
CCO[C@H]1OC(C(=O)NCc2ccccc2)=C[C@@H](C)[C@@H]1CCCO | 3% | 32%[activator] | 1% | 2% | -2 | -11
COc1ccc(C2CC(O)(c3ccccc3)Oc3c(C)ccc(C(C)C)c32)cc1 (configuration not stated) | -5% | . | . | . | -3 | 17
O=C(CNC(=O)c1cccc(Cl)c1)Nc1ccc(F)c(F)c1F | -4% | 5% | -5% | 23% | -3 | -3
CCO[C@@H]1OC(C(=O)O)=C[C@H](C2CCCCC2)[C@H]1CCCO | 4% | 45%[activator] | -3% | 72%[activator] | -3 | 19
CCOc1ccccc1NC(=O)c1csc(C)c1C | -6% | 28% | -5% | 17% | 11 | 33
Cn1nnnc1SCC(=O)Nc1nn(-c2ccccc2)nc1C(N)=O | 8% | 35%[activator] | 2% | 16% | 4 | 16
S=c1nccc(-c2cc(Cl)sc2Cl)[nH]1 | -1% | 38%[activator] | 0% | 164%[activator] | -1 | -17
Cc1nn(C)c(C)c1CCC(=O)N1CCCC(C(=O)c2cccc(OC(C)C)c2)C1 (configuration not stated) | 4% | -2% | -16% | ? | 12 | 40
Cc1cc(C)c(C)c(S(=O)(=O)N2CCN(c3ncnc4sc(C)c(C)c34)CC2)c1C | . | ? | 0% | ? | -1 | 15
COc1ccc(C(NC(=O)c2cccnc2)c2cc(Cl)c3cccnc3c2O)cc1OC (configuration not stated) | 8% | ? | 4% | 0% | -2 | -10
Cn1cccc1/C=N/NC(=O)c1cc2ccccc2cc1O | ? | ? | -3% | 0% | 21* | 67*
O=C(O)C(=O)Nc1nc(-c2ccc3c(c2)OCCO3)cs1 | 6% | 38%[activator] | -4% | 21% | 14* | 26*
CNS(=O)(=O)c1ccc(N2CCCC2)c([N+](=O)[O-])c1 | 3% | 24% | 13% | 18% | -2 | 5
O=C1NN(c2ccc(Cl)c(Cl)c2)C(=O)/C1=C/c1cccc(OC(=O)c2cccs2)c1 | 23% | 13% | 41%[activator] | . | -1 | 39
O=C(CSc1nc2cc(S(=O)(=O)N3CCOCC3)ccc2o1)Nc1c(F)cccc1F | ? | -18% | -11% | -5% | -2 | 1
CC(C)(CO)CNC(=O)CCc1nnc(CCCc2ccccc2)o1 | 0% | 22% | 0% | ? | 22* | 36
COc1ccc(C)cc1NC(=O)C1CCN(S(=O)(=O)c2c(C)noc2C)CC1 | 9% | -4% | -24% | 24% | 0 | -4
O=C(Nc1cccc(S(=O)(=O)N2CCCCC2)c1)C1CC(=O)N(Cc2ccco2)C1 (configuration not stated) | 3% | 2% | ? | ? | -4 | 7
C=CCn1c(C)c(C(C)=O)c(N2CCN(C(c3ccccc3)c3ccccc3)CC2)nc1=S | -3% | ? | -5% | ? | 1 | 10
NNC(=O)c1ccc(O)cc1 | 6% | 72%[activator] | -2% | -10% | . | .
Cn1c2ccc(F)cc2c2ncn(CC3CCCO3)c(=O)c21 (configuration not stated) | 1% | 26% | 12% | 21% | -2 | 12
Cc1cccc(-n2c(N)cc(=O)nc2SCC(=O)NC2CCCCC2)c1 | 4% | -6% | 4% | -28% | -2 | -22
CCOC(=O)c1ccccc1NC(=O)COC(=O)Cc1ccccc1F | . | 19% | 1% | 18% | . | .
O=C(CSc1ccccn1)N1CCN(S(=O)(=O)c2ccc(Cl)cc2)CC1 | . | ? | 7% | ? | . | .
CCC(C(=O)OC)n1cnc2c(nnn2-c2ccccc2)c1=O (configuration not stated) | 4% | 3% | 5% | 29% | -2 | -3
NC(=O)NC(=O)CC1S/C(=N/N=C/c2ccccc2)NC1=O (configuration not stated) | 0% | -34%[1.15 µM] | 4% | ? | -7 | -4
CCOc1ccc(Nc2cc(C)nc3nc(C)nn23)cc1 | -8% | ? | -7% | 5% | -1 | -9
Cc1ccc(C)c(-n2c(Cc3cc(=O)[nH]c(=O)[nH]3)nnc2SC(C)C)c1 | -11% | . | -27% | 14% | 1 | -2
Cc1cc(=O)oc2cc(OCC(=O)NCCc3ccccc3)ccc12 | 5% | 12% | 24% | -19% | -3 | 8
CC(=O)N(C(C)=O)c1c(N2CCOCC2)c2ccccc2oc1=O | 1% | -10% | -2% | 18% | -2 | -9
Cc1cc2ncn(/N=C/c3ccc4c(c3)OCO4)c2cc1C | 15% | ? | 10% | 8% | 18* | 76*
Cc1ccc(N=Cc2c(O)n(C)c(=O)n(C)c2=O)cc1 | 3% | 19% | 4% | -10% | 6 | 20
CCC(CC)C(=O)N1N=C(c2ccc(NS(C)(=O)=O)cc2)CC1c1ccccc1 (configuration not stated) | -2% | ? | -14% | ? | -3 | -12
COc1cc(NC(=O)CCC(=O)Nc2ccc3nc(N4CCOCC4)cc(C)c3c2)cc(OC)c1OC | 11% | 34%[activator] | -14% | 4% | -3 | -9
Cn1c(=O)[nH]c(=O)c2c1[nH]c(=S)n2Cc1ccccc1 | 8.9µM* | 16% | 13% | 11% | -7 | -7
COc1ccc(CC(=O)NCC2CCCN(Cc3ccc(F)cc3F)C2)cc1 (configuration not stated) | -2% | -5% | -11% | ? | 1 | 1
CCOC(=O)N1CCN(c2cc(=O)n(Cc3ccc(F)cc3)c(=O)[nH]2)CC1 | -18% | 14% | -3% | . | -3 | 7
O=C(O)CC1S/C(=N\N=C2CCCCCCC2)N(c2ccccc2)C1=O (configuration not stated) | 3% | 18% | -2% | -11% | -5 | -6
